GPR35 antagonists: GPR35 antagonists blocking zaprinast-driven arrestin recruitment, primary screen, imaging, U2OS, beta-arrestin-GFP, zaprinast agonist (AID 2058); G-protein coupled receptor 35 (Homo sapiens); U2OS GPR35 beta-arrestin-GFP translocation imaging, zaprinast antagonism; higher % means a stronger effect; inhibition, % at 10 µM; hits with a dose series show IC50 in µM; 0.052% of 290,000 active;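 active means inhibition of at least 50% with at least 30 cells and total cytoplasm GFP at most 10,000,000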
SIAH1 antagonists: Siah-1 peptide-binding antagonists, primary screen, biochemical, fluorescence polarization, rhodamine-plectin, uHTS (AID 1817); E3 ubiquitin-protein ligase SIAH1 (Homo sapiens); Siah-1 / rhodamine-plectin peptide fluorescence polarization; higher % means a stronger effect; displacement, % at 20 µM; hits with a dose series show IC50 in µM; 0.02% of 290,000 active;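 active means displacement of at least 50% at 20 µM, with a fluorescence ratio check between 0.3 and a set limit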;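 further: plate controls were Siah plus tracer with DMSO for no effect and tracer alone without Siah for full effect; strong numbers were not always called active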
AID2073: inhibitors of Mint1-CaV2.2 protein interaction, biochemical, HTRF (AID 2073). HTRF protein-protein interaction, Mint1-CaV2.2; higher % means a stronger effect. inhibition, % at 20 µM, or IC50 in µM where a hit was titrated. Voltage-dependent N-type calcium channel subunit alpha-1B (Homo sapiens). 0.19% of 290,000 active; in the data active means inhibition mostly above about 51%, no sharp cut-off; further: some results filed as inactive read as strong as hits
HIV peptide binding: inhibitors of HIV fusion peptide binding, primary screen, biochemical, uHTS, fluorescence dequenching (AID 1986). cell-free peptide binding, fluorescence dequenching, 30 min; higher % means a stronger effect. one-dose inhibition, % at 20 µM; IC50 in µM for titrated hits. 0.3% of 290,000 active; in the data active means inhibition mostly above about 52%, no sharp cut-off; inactive means mostly below about 76%; further: some results filed as inactive read as strong as hits
GPR55 LPI antagonism: GPR55 antagonists blocking LPI-driven arrestin recruitment, primary screen, imaging, U2OS, beta-arrestin-GFP, LPI agonist (AID 2013); inhibition, % at 10 µM, or IC50 in µM where a hit was titrated; G-protein coupled receptor 55 (Homo sapiens); 0.13% of 290,000 active; U2OS GPR55 beta-arrestin-GFP translocation imaging, LPI antagonism; higher % means a stronger effect;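 active means spots per cell inhibited over 60%, with over 100 cells counted and total cytoplasm intensity under 500,000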;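 further: U2OS cells stably carrying GPR55 and arrestin-GFP stimulated by 5 µM LPI near EC80; imaged beta-arrestin-GFP aggregate spots per cell after agonist stimulation; plate controls were LPI-stimulated DMSO wells for no effect and DMSO wells without LPI for full effect; some results filed as inactive read as strong as hits; confirmed hits need IC50 under 10 µM and bright autofluorescent wells are also inconclusive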
GPR55 activation: GPR55 agonists via beta-arrestin recruitment, primary screen, imaging, U2OS cells, beta-arrestin-GFP redistribution (AID 1961). G-protein coupled receptor 55 (Homo sapiens). U2OS GPR55 beta-arrestin-GFP redistribution imaging; higher % means a stronger effect. activation, % at 10 µM; hits with a dose series show EC50 in µM. 0.048% of 290,000 active;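 active means activation above 40% with more than 50 cells counted in the well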;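 further: U2OS osteosarcoma cells stably expressing GPR55 and beta-arrestin-GFP; plate controls were DMSO negative control for no effect and LPI positive control for full effect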
NOD1 inhibition: NOD1 signaling inhibitors, primary screen, cell-based, luminescence, uHTS (AID 1578). NOD1-driven NF-kB luciferase reporter cells, luminescence; higher % means a stronger effect. inhibition, % at 4 µM, or EC50 in µM where a hit was titrated. 1% of 290,000 active; in the data active means inhibition mostly above about 36%, no sharp cut-off; inactive means mostly below about 34%;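 further: HEK-293T reporter cells stimulated with the NOD1 agonist gamma-tri-DAP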
KOR beta-arrestin-1: KOR agonists, beta-arrestin recruitment, primary screen, cell-based, luminescence, uHTS (AID 1777); KOR beta-arrestin recruitment, luminescence; higher % means a stronger effect; 0.02% of 280,000 active; Kappa-type opioid receptor (Homo sapiens); activation, % at 10 µM, or EC50 in µM where a hit was titrated; in the data active means activation above about 50%, passing the limit was not always enough; further: a part of the inactive calls stands beside numbers as strong as those of hits
KOR beta-arrestin-2: KOR antagonists, beta-arrestin recruitment, cell-based, luminescence, uHTS (AID 1778); one-dose inhibition, % at 10 µM; IC50 in µM for titrated hits; 0.091% of 290,000 active; KOR beta-arrestin recruitment, luminescence, antagonist mode; higher % means a stronger effect; in the data active means inhibition above about 50%; further: strong numbers were not always called active
The depositor's hits bear a star; . = no result given; [ ] = another dose, or the depositor's remark. Some of the compounds tested, so the mix of outcomes need not match the whole.

Compound | GPR35 antagonists | SIAH1 antagonists | AID2073 | HIV peptide binding | GPR55 LPI antagonism | GPR55 activation | NOD1 inhibition | KOR beta-arrestin-1 | KOR beta-arrestin-2
COc1ccc(S(=O)(=O)Nc2ccc(Oc3ncccn3)c(Cl)c2)cc1 | 4% | 2% | 2% | -1.8% | -3% | 0.5% | -1% | -1.1% | -33%
COc1ccc(CNC(=O)/C=C/C(=O)O)cc1 | 1% | 5% | 7% | -2.6% | 2% | 0.2% | -11% | 1.1% | 39%
CC(C)C(=O)Nc1cccc(NC(=O)c2cccnc2)c1 | 11% | -1% | 3% | 0.1% | -7% | -0.1% | -2% | 1.0% | -71%
COc1ccc(NC2CCCN(C(=O)c3oc(C)cc3C)C2)cc1OC (configuration not stated) | 10% | 0% | -69% | -2.1% | 6% | 0.3% | 13% | -9.0% | 32%
O=C(Nn1c(-c2ccccc2)nc2ccccc2c1=O)c1cccs1 | -2% | 3% | -3% | -2.5% | -5% | 0.2% | 49% | 9.5% | 5%
Cc1nc2ccccn2c1-c1csc(NCc2ccco2)n1 | 0% | -2% | 25% | 0.3% | 16% | -0.2% | 27% | 6.6% | -19%
Cc1c(NC(=S)NC(=O)c2cccc(Br)c2)c(=O)n(-c2ccccc2)n1C | -9% | -2% | 8% | -0.5% | -8% | -0.3% | -21% | 1.0% | -45%[20 µM]
COc1ccc(C(=O)N/N=C(\C)Cn2cnc([N+](=O)[O-])n2)cc1 | -6% | -2% | 12% | -1.8% | 10% | 0.0% | -24% | 1.3% | -12%
Cc1cccc(N(C)C(=O)CCS(=O)(=O)c2cc3c(cc2Cl)NC(=O)CO3)c1 | 0% | 18% | -25% | 0.1% | 1% | -0.1% | -25% | 2.8% | -11%[20 µM]
Clc1ccc2c(c1)[C@H]1OCC[C@H]1[C@@H](c1ccco1)N2 | 3% | 25% | 6% | -0.8% | 10% | -0.5% | -19% | 2.9% | 6%
CC(=O)c1cccc(NC(=O)N2CCC(C(=O)c3ccc(F)cc3)CC2)c1 | 14% | 0% | 4% | -0.8% | 6% | -0.4% | -3% | 1.3% | -47%
O=C(C1CCCN(S(=O)(=O)c2cccc3cccnc23)C1)N1CCN(c2ccc(F)cc2)CC1 (configuration not stated) | -5% | -4% | 5% | -0.2% | -5% | -0.1% | 0% | 5.3% | 3%
COc1cccc2cc(C(=O)Nc3ccccc3C)/c(=N/O)oc12 | 16% | -2% | 5% | -2.3% | 10% | 0.0% | -3% | -6.5% | -21%
COC(=O)CC1SC(=O)NC1=O (configuration not stated) | 8% | -3% | -8% | 0.4% | 8% | -0.1% | -2% | 7.0% | -50%
COc1cc([N+](=O)[O-])ccc1NC(=O)C[n+]1cccc(C)c1 | 1% | -3% | 16% | -2.0% | -10% | 0.1% | -19% | -5.2% | 37%
Cc1ccc(O)c(NC(=O)CCCC(=O)O)c1 | -14% | 0% | -1% | 3.0% | 10% | 0.2% | -6% | 0.7% | -16%
CN(C(=O)COC(=O)CNC(=O)c1ccc(Cl)cc1Cl)c1ccccc1 | 2% | -1% | 5% | 0.8% | -2% | -0.4% | -26% | -0.5% | -18%
Cc1ccc(NC(=O)CCC(=O)OCc2ccc(Br)cc2)cc1 | -3% | 1% | 3% | -0.8% | -1% | 0.2% | -38% | -1.5% | -30%
O=C(CC1C(=O)NCCN1Cc1c(F)cccc1Cl)NC1CCCCCC1 (configuration not stated) | 13% | 7% | 2% | -1.3% | -12% | 0.0% | -8% | 2.8% | 14%
CC(O)c1ccc2c(c1)OCCOCCN(C)CCOCCO2 (configuration not stated) | 4% | 3% | -1% | 0.5% | -2% | -0.2% | 7% | 15% | 10%
O=C(NCCOc1ccc(Cl)cc1)c1ccco1 | 10% | 6% | 9% | -0.4% | -6% | . | -28% | -2.7% | -18%
O=C(CCNC(=O)c1ccco1)Nc1ccc(SC(F)F)cc1 | 11% | 3% | -9% | 0.3% | 11% | 0.1% | -18% | -4.5% | -4%
COc1cc(C(=O)N(Cc2ccc(F)cc2)C2CCS(=O)(=O)C2)cc(OC)c1OC (configuration not stated) | -7% | -4% | -1% | -2.0% | -5% | -0.1% | -10% | 0.8% | 26%
Cc1c(Cl)cccc1NC(=O)CCS(=O)(=O)c1cccc2nonc12 | 2% | 9% | 6% | 4.3% | -3% | -0.1% | -26% | -4.0% | -19%
Cc1cccc(N(O)C(=O)Nc2cccc(Cl)c2)c1 | 3% | 0% | -14% | -0.5% | 9% | -0.2% | -38% | -5.8% | -6%
CC1CCCCC1NC(=O)CN1CCC(O)(c2ccc(F)cc2)CC1 (configuration not stated) | 2% | 5% | 1% | -1.6% | 0% | 0.3% | 4% | 2.2% | 17%
Cc1ccc(Oc2ncnc(N)c2[N+](=O)[O-])cc1 | -3% | -3% | -8% | 0.2% | -12% | 0.4% | -41% | 0.0% | -40%
FC(F)(F)c1ccccc1NC(=S)Nc1ccccc1 | -7% | 2% | -8% | 0.6% | 2% | -0.1% | -8% | -1.3% | -11%
CCOc1ccccc1Oc1coc2cc(OCC(=O)O)ccc2c1=O | 8% | 20% | 10% | 1.8% | -1% | -0.1% | -19% | -1.5% | -20%
O=C(O)CCCNC(=O)CCCNC(=O)C(c1ccccc1)c1ccccc1 | -1% | 0% | 37% | 2.6% | -4% | -0.1% | 4% | 3.4% | -26%
COc1ccc(-n2nc3ccc(NS(C)(=O)=O)cc3n2)cc1Cl | -10% | 0% | 9% | 3.1% | 2% | -0.1% | -18% | 3.5% | -50%
Cc1cccc(NS(=O)(=O)c2cc(C(=O)N3CCOCC3)ccc2Cl)c1 | -4% | -6% | -4% | -2.2% | -8% | -0.2% | 27% | 8.3% | -22%
CCOc1cccc(C(=O)N/N=C/c2ccoc2)c1 | -11% | 4% | 2% | -1.8% | -1% | -0.1% | -32% | -1.9% | 9%
CC(C)(C)N/C=C(\C#N)S(=O)(=O)c1ccc(Br)cc1 | 8% | 15% | 10% | -1.7% | 5% | 0.7% | -4% | 2.5% | 14%
Cc1cc(C)c2c(CN3CCN(Cc4ccc5c(c4)OCO5)CC3)cc(=O)oc2c1 | -12% | -1% | -7% | 1.2% | 2% | 0.1% | 12% | -0.5% | -16%
O=C1CSC(c2ccccc2)N1c1nnc(C23CC4CC(CC(C4)C2)C3)s1 (configuration not stated) | -4% | 2% | 2% | -3.9% | 18% | -0.1% | -16% | 0.7% | -22%
Cc1cc(=O)oc2cc(NC(=O)CCOc3ccccc3)ccc12 | 6% | 18% | 2% | 2.0% | -3% | -0.3% | -26% | -1.8% | -6%
CC(C)S(=O)(=O)c1csc(NC(=O)Nc2cc(Cl)ccc2Cl)c1Cl | 2% | 19% | 7% | 2.9% | -8% | -0.1% | -11% | 1.9% | 0%
O=C1N/C(=C/c2ccc(N3CCOCC3)o2)C(=O)N1c1cccc(Cl)c1 | -14% | 4% | 59%* | 6.9% | -12% | -0.2% | -44% | -6.7% | 37%
CC(OC(=O)/C=C/c1cccs1)C(=O)NC1CCCCC1C (configuration not stated) | -10% | 2% | 10% | 0.4% | 4% | -0.1% | 2% | 9.5% | -12%

Shown field by field: entries from further up
SMILES: O=C1CSC(c2ccccc2)N1c1nnc(C23CC4CC(CC(C4)C2)C3)s1 (configuration not stated)
  GPR35 antagonists = -4%
  SIAH1 antagonists = 2%
  AID2073 = 2%
  HIV peptide binding = -3.9%
  GPR55 LPI antagonism = 18%
  GPR55 activation = -0.1%
  NOD1 inhibition = -16%
  KOR beta-arrestin-1 = 0.7%
  KOR beta-arrestin-2 = -22%
SMILES: Cc1cc(=O)oc2cc(NC(=O)CCOc3ccccc3)ccc12
  GPR35 antagonists = 6%
  SIAH1 antagonists = 18%
  AID2073 = 2%
  HIV peptide binding = 2.0%
  GPR55 LPI antagonism = -3%
  GPR55 activation = -0.3%
  NOD1 inhibition = -26%
  KOR beta-arrestin-1 = -1.8%
  KOR beta-arrestin-2 = -6%
SMILES: CC(C)S(=O)(=O)c1csc(NC(=O)Nc2cc(Cl)ccc2Cl)c1Cl
  GPR35 antagonists = 2%
  SIAH1 antagonists = 19%
  AID2073 = 7%
  HIV peptide binding = 2.9%
  GPR55 LPI antagonism = -8%
  GPR55 activation = -0.1%
  NOD1 inhibition = -11%
  KOR beta-arrestin-1 = 1.9%
  KOR beta-arrestin-2 = 0%
SMILES: O=C1N/C(=C/c2ccc(N3CCOCC3)o2)C(=O)N1c1cccc(Cl)c1
  GPR35 antagonists = -14%
  SIAH1 antagonists = 4%
  AID2073 = 59%*
  HIV peptide binding = 6.9%
  GPR55 LPI antagonism = -12%
  GPR55 activation = -0.2%
  NOD1 inhibition = -44%
  KOR beta-arrestin-1 = -6.7%
  KOR beta-arrestin-2 = 37%

(next part)
The line under a structure holds: GPR35 antagonists	SIAH1 antagonists	AID2073	HIV peptide binding	GPR55 LPI antagonism	GPR55 activation	NOD1 inhibition	KOR beta-arrestin-1	KOR beta-arrestin-2
- O=C(N/N=C/c1cccs1)C1COc2ccccc2O1 (configuration not stated)
 : -10%	-4%	1%	-1.4%	-5%	-0.2%	13%	-2.3%	0%
- O=C(Nc1ccc2c(c1)OCCO2)c1ccc(NC(=O)C2CCCO2)cc1 (configuration not stated)
 : -4%	8%	-4%	-1.4%	17%	0.5%	6%	0.6%	4%
- CC(=O)N1CCc2cc(S(=O)(=O)NCC(=O)NCc3ccc(Cl)cc3)ccc21
 : 0%	4%	-8%	1.1%	11%	-0.1%	1%	2.6%	-3%
- CN(c1ccccc1)c1nc(-n2ccnc2)nc(-n2ccnc2)n1
 : 9%	0%	7%	-3.9%	6%	0.5%	26%	1.0%	-22%
- O=C(CNC(=O)c1ccc(Cl)cc1)N/N=C/C=C/c1ccccc1
 : -9%	13%	3%	3.6%	10%	-0.2%	-4%	0.8%	16%
- COC(=O)c1ccccc1NC(=O)c1ccc2c(c1)CC(C)O2 (configuration not stated)
 : -8%	3%	6%	3.8%	12%	-0.1%	-4%	-1.2%	-2%[20 µM]
- NS(=O)(=O)c1ccc(CNC(=O)/C=C/c2ccco2)cc1
 : 15%	15%	47%	8.3%	5%	-0.2%	-8%	12%	16%

Assay outcomes from PubChem BioAssay.
